Assay outcomes from PubChem.
HP1b chromo inh: inhibitors of HP1-beta chromodomain binding to methylated histone tails; AlphaScreen HP1-beta / biotin-H3K9me3 peptide binding; Potency, µM (series often up to 114 µM), inactives show at the top dose activity change, negative = inhibition, hits mostly inhibitors; 0.56% of 390,000 active; also: nearly all actives have a fitted effect of over 70% in size; inactives centre near 23
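AlphaScreen: HP1-beta (50 nM) preformed 30 min with biotin-H3(1-18)K9me3 peptide (50 nM) in PBS pH 7.4, 0.01% Tween-20. Compound added for 30 min at RT, then streptavidin donor/nickel chelate acceptor beads (10 ug/mL) for 30 min.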
Pin1 inhibitor: inhibitors of human Pin1; Q13526; Pin1 FP peptide displacement, HiFluor488, 10 min; Potency, µM (highest dose often 115 µM), inactives show at the highest dose activity, negative = inhibition, usual class: inhibitors; 0.009% of 390,000 active; active = well fitted inhibition curve with a large enough effect in the polarisation, with a control signal flat, not every such curve was filed as active; inconclusive = small, poorly fitted or top-dose-only effect, or effect the other way, or a change in a side signal; inactive = no such curve, though single readings can be large or run the other way; the % refers to the polarisation; also: % is scaled to controls: 0 for no effect and ±100 for the full control effect
Target sequence (Q13526 whole entry, looked up): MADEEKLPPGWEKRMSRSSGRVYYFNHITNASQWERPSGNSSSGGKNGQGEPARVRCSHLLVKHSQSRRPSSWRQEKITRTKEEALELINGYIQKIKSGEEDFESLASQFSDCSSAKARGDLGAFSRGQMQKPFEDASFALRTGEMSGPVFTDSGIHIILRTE
ERG-DNA inh: ERG Ets/DNA interaction inhibition. P11308. fluorescence polarization, His-ERG Ets domain / labelled DNA. Potency, µM (series often up to 76.9 µM), for inactives: at the highest dose FP activity, negative = inhibition, most hits filed as inhibitors. 0.028% of 370,000 active; active = well fitted inhibition curve with a large enough effect in the polarisation, with a control signal flat; inconclusive = small, poorly fitted or top-dose-only effect, or effect the other way, or a change in a side signal; inactive = no such curve, though single readings can be large or run the other way; the % refers to the polarisation;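 also: polarization taken with two DNA probes labelled with fluorescein and Texas red; % of control where 0% means no effect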
Target sequence (P11308 whole entry, looked up, the tested form may be a part): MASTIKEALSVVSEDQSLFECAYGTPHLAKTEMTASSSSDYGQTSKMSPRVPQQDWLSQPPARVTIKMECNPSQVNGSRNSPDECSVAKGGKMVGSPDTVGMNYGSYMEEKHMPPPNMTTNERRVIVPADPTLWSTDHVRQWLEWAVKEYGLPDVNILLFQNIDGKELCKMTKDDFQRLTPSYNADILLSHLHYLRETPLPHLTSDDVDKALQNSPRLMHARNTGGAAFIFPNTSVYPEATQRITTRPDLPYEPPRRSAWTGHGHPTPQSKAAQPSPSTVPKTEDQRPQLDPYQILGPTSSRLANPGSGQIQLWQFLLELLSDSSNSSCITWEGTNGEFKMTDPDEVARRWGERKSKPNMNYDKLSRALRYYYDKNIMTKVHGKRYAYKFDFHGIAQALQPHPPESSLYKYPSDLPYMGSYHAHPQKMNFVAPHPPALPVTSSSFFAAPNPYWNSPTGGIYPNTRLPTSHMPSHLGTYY
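His-tagged ERG Ets domain (1 uM in the protein solution; 300mM KCl, 50mM Tris-HCl, 1mM EDTA, 1mM DTT, pH 7.5) received compound, then a probe mix of 5 nM fluorescein-DNA and 100nM Texas-615-DNA. Fluorescence polarization was read for both dyes.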
GLS inhibitor: blocks human kidney-isoform glutaminase activity | GLS enzymatic activity, qHTS titration | Potency, µM (titrated, usually from 45.5 µM), without a hit: at the highest dose activity change, negative = inhibition, actives largely listed as inhibitors | O94925 | 0.21% of 410,000 active | AID 624170; also: % is scaled to controls: 0 for no effect and ±100 for the full control effect
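Assay buffer: 45 mM KH2PO4 pH 8.2, 0.02% Tween-20. hKGA acts on L-glutamine (1 mM solution added); product glutamate is reported by an oxidase/peroxidase Amplex Red coupling, with fluorescence taken at baseline and 30 min.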
RGS4 inh: inhibitors of human regulator of G protein signaling 4. P49798. Transcreener GDP fluorescence polarization, RGS4-accelerated GTP hydrolysis. Potency, µM (top dose mostly 114 µM), inactives show at the top dose activity change, negative = inhibition, usual class: inhibitors. 0.039% of 390,000 active. AID 504845; also: % is scaled to controls: 0 for no effect and ±100 for the full control effect; nearly all actives have a fitted effect of over 75% in size; some results filed as inactive show a strong effect at the top dose
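MLSMR compounds (23 nl, pin-transferred) preincubated 10 min at room temperature with a 500nM (2x) first reagent, then RGS4 at 900nM (2x) plus Transcreener GDP mix added; fluorescence polarization (620/688 nm) read before and after 90 min at 30 °C.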
rTrxR1 inhibitor: rat TrxR1 inhibition | recombinant rTrxR1, NADPH fluorescence consumption, selenite substrate | Potency, µM (titrated, usually from 114 µM), without a hit: top-dose activity change, negative = inhibition, most hits filed as inhibitors | 1% of 390,000 active | AID 588453; also: % is scaled to controls: 0 for no effect and ±100 for the full control effect; nearly all actives have a fitted effect of over 65% in size
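Rat TrxR1 (90 nM in the dispensed reagent) was pre-reduced with 400 uM NADPH for 5 min at room temperature, then incubated with compound for 15 min. After 400 uM selenite was added, NADPH fluorescence (Ex 340/Em 450 nm) was followed for 8 min.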
PGK inhibitor: T. brucei PGK inhibition; AID 602233; P07378; Potency, µM (highest dose often 57.5 µM), without a hit: at the top dose activity change, negative = inhibition, most hits filed as inhibitors; PGK/GAPDH coupled, Kinase-Glo luminescence, 60 min; 0.043% of 380,000 active; also: % is scaled to controls: 0 for no effect and ±100 for the full control effect; nearly all actives have a fitted effect of over 60% in size
Target sequence (P07378 whole entry, looked up): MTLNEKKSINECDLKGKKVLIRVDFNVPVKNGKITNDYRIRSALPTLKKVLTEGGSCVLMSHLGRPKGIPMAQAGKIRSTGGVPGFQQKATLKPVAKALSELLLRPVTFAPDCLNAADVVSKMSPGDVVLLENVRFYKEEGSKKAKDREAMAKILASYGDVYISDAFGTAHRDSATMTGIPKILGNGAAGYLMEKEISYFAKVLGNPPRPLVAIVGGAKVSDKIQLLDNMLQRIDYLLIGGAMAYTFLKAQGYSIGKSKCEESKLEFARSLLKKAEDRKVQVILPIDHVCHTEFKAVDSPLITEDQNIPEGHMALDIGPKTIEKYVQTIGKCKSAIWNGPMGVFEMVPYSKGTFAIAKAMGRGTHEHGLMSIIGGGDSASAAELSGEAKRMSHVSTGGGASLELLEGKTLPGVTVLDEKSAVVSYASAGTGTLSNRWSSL
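Recombinant glycosomal PGK reaction used 1,3-bisphosphoglycerate generated in-well by GAPDH (100nM final) in 100mM TEA pH 7.6, 5mM MgCl2, 0.01% Tween-20. After 60 minutes at room temperature, ATP was read by Kinase-Glo Plus luminescence end-point.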
JMJD2A Tudor: JMJD2A Tudor domain (human) inhibition | AID 504339 | AlphaScreen JMJD2A-Tudor / H3K4me3 peptide binding | Potency, µM (top dose mostly 114 µM), for the others: top-dose activity change, negative = inhibition, hits mostly inhibitors | 4.4% of 390,000 active | O75164; also: % is scaled to controls: 0 for no effect and ±100 for the full control effect; nearly all actives have a fitted effect of over 50% in size
ALOX12 inh: inhibitors of human 12S-lipoxygenase ALOX12; P18054; purified 12hLO, xylenol orange hydroperoxide absorbance; Potency, µM (series often up to 108 µM), for the others: at the top dose activity change, negative = inhibition, actives largely listed as inhibitors; 1.1% of 580,000 active; AID 1671190; also: % is scaled to controls: 0 for no effect and ±100 for the full control effect
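Purified human 12hLO (150 nM final) in 25 mM Hepes, 0.01% Triton X-100, pH 7.0 was preincubated 15 min at room temperature with compound. Then 40 uM arachidonic acid was added, 30 min. Hydroperoxide was read by Fe-XO absorbance ratio 573/405 nm.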
* = called active by the depositor; i = inactive; u = inconclusive; x = not tested or not shown; [ ] = another dose, or the depositor's remark. Unless noted, calls follow the shape of the dose curve; as a rule, active = well fitted curve in the direction sought with a large enough effect; inconclusive = small, poorly fitted or top-dose-only effect, or another doubt; inactive = no such curve, though single readings can be large; an effect the other way counts as inactive or inconclusive. Potency is read from the fitted curve at half-maximal effect. The list is partial (hit frequency here may not be typical).

SMILES | HP1b chromo inh | Pin1 inhibitor | ERG-DNA inh | GLS inhibitor | RGS4 inh | rTrxR1 inhibitor | PGK inhibitor | JMJD2A Tudor | ALOX12 inh
C=CCn1c(SCC(=O)Nc2cccnc2Cl)nnc1-c1ccc(C(C)(C)C)cc1 | 33% | 4% | 8% | -1% | 7% | -3% | -2% | -16% | -13%
Cc1sc2ncnc(N3CCC(C(=O)Nc4nnc(SCc5ccccc5F)s4)CC3)c2c1C | 21% | 9% | -9% | 0% | 34% | u | 5% | -14% | -2%
O=C(Cc1sc(-c2ccccc2Cl)nc1-c1ccccc1)Nc1ccccc1 | 22% | 1% | 1% | 2% | 10% | 1% | 2% | -8% | -6%
CCOC(=O)c1ccc(Oc2cc(C)nc(Cl)n2)cc1 | 26% | -2% | 4% | 0% | -33% | 7%[57.1 µM] | i | 0% | 0%
Cn1c(NC(=O)/C=C/c2ccccc2)cc(=O)n(C)c1=O | 14% | -2% | -5% | -4% | -28% | u | i | -10% | 2%
CN(C(=O)c1cccc(NC(=O)Cc2ccc(NC(=O)C3CCN(S(=O)(=O)c4cccc([N+](=O)[O-])c4)CC3)cc2)c1)C1CCC1 | 14% | 43%[activator] | -12% | 1% | -3% | 7% | -9% | -18% | 1%
Cc1cccc(NC(=S)NC(=O)C(c2ccccc2)c2ccccc2)n1 | 58%[activator] | -6% | 1% | -2% | -13%[11.4 µM] | 13%[57.1 µM] | 0% | -10%[11.4 µM] | 12%
COCCN(C(=S)Nc1cccc(C)c1)C(C)c1cccs1 (stereo unspecified) | 71%[activator] | 1% | -7% | 7% | -6% | -6% | -21% | 22% | 11%
CCC(=O)N(C1=C(NC)C(=O)c2ccccc2C1=O)C(C)C | 3% | 4% | 1% | 1% | -6% | 29% | -9% | -17% | -9%
COCCn1c(SCC(=O)NC2CC2)nnc1-c1ccc(Cl)cc1 | 50%[activator] | -7% | -21% | -5% | -7% | 20% | i | -3% | -8%
O=C(O)c1cn(Cc2ccccc2)c2ccc(Cl)cc2c1=O | 38% | -1% | 3% | 6% | -5% | 10% | -2% | -18% | u
COc1ccccc1Nc1nc2ccccc2n2cnnc12 | 31% | u | 4% | -2% | -16% | -1% | -4% | 6% | 0%
Cc1sc2ncnc(N3CCC(C(=O)Nc4ccc(S(N)(=O)=O)cc4)CC3)c2c1C | 11% | 12% | -1% | 0% | -7% | 24% | 0% | -25% | -8%
COC(=O)c1ccc(NC(=S)NN2CCOCC2)cc1 | 38% | 1% | 2% | 11% | 27% | 13% | -10% | -5% | -2%
CC1CN(C(=O)Nc2cccc(Cl)c2)C2(CCCCCC2)O1 (stereo unspecified) | 19% | -9% | -7% | -2% | 21% | 27% | -6% | -3% | -1%
N#Cc1c(C(F)(F)F)cc(-c2ccccc2Cl)[nH]c1=O | 67%[activator] | 3% | 11% | -4% | -16% | -21% | -13% | 18% | u
CN(C)C(=O)c1ccc(NC(=O)COC(=O)C2=COCCO2)cc1 | 16% | 3% | 2% | -2% | 10% | 1% | i | -19% | 4%
COc1cccc(COCC(O)Cn2cnc3cc(C)c(C)cc32)c1 (stereo unspecified) | u | -6% | -2% | -5% | -19% | 20%[57.1 µM] | -2% | 3.5µM* | -24%
CS(=O)(=O)Nc1cccc(C2=NN(S(C)(=O)=O)C(c3ccccc3)C2)c1 (stereo unspecified) | 37% | -2% | 0% | -7% | 0% | 13% | -6% | -14% | -2%
COCCNC(=O)CN(Cc1ccccc1)S(=O)(=O)c1ccc2nc(C)sc2c1 | 55%[activator] | -11% | 5% | 0% | -19% | 17% | i | 0% | 14%
CCOC(=O)C1CCN(C(=O)Cc2ccc(OC)c(OC)c2)CC1 | 18% | -9% | -10% | 10% | -16% | -1% | i | -20% | -7%
C=CCNC(=O)c1cc2c(=O)n3cccc(C)c3nc2s1 | 25% | 2% | -16% | -7% | -32% | 23%[57.1 µM] | i | 0% | x
CC(=O)Nc1ccc(S(=O)(=O)NC2(C(F)(F)F)C(=O)Nc3c2c(=O)n(C)c(=O)n3C)cc1 (stereo unspecified) | 29% | 0% | -10% | 3% | -1% | -9% | -1% | -3% | -9%
COc1ccc(OC)c(N(CC(=O)NCC2CCCO2)S(=O)(=O)c2ccccc2)c1 (stereo unspecified) | 14% | -9% | 4% | -8% | 1% | 11%[0.457 µM] | 2% | 15% | 1%
COc1ccc(N(CC(=O)NCc2cccs2)S(=O)(=O)c2c(C)n[nH]c2C)cc1 | 6% | 2% | 1% | 1% | -3% | 22% | -7% | -9% | -9%
Cc1cccc(NC(=S)NCCN2CCOCC2)c1 | 14% | -2% | -3% | 7% | 12% | -3% | i | 2% | -24%
CC(=O)NC1CC2CCC(C1)N2Cc1ccc(C)cc1 (stereo unspecified) | 22% | 1% | -5% | 7% | 19%[56.9 µM] | 12% | 1% | 5%[57.1 µM] | 6%
Cc1c(N=C2C=CC(=O)c3ccccc32)c(=O)n(-c2ccccc2)n1C | 10µM* | -16% | 8% | u | -12% | u | -1% | 45µM* | u
O=C(Cc1ccc([N+](=O)[O-])cc1)NCc1ccc2c(c1)OCO2 | 25% | 5% | -1% | 1% | -16% | -16% | i | -1% | -12%
CCCc1cc(=O)n2[nH]cc(-c3ccc(Cl)cc3)c2n1 | 36% | 1% | -10% | -16% | -12% | 11% | i | -10% | 0%
Cc1cc(C)c(Cn2c3ccccc3c3cnn(CC(=O)N4CCCCCC4)c(=O)c32)c(C)c1 | 28% | 11% | 0% | -9% | 13% | -14% | -1% | -33% | -23%
Cc1ccc(S(=O)(=O)NCC(C)NS(=O)(=O)c2ccc(C)cc2)cc1 (stereo unspecified) | 61%[activator] | 2% | -4% | -7% | 10% | -6% | 3% | -7% | -7%
O=C(NCC(=O)N1CCCC(C(F)(F)F)C1)c1ccc2ccccc2c1 (stereo unspecified) | 11% | 0% | 3% | -2% | -4% | 12%[57.1 µM] | -7% | -22% | -9%
CCCCNC(=O)Cc1c(O)c2ccccc2[nH]c1=O | 22% | -1% | -10% | -11% | 15% | 21% | -2% | -8% | 0%
O=C(Nc1nnc(-c2ccncc2)o1)c1ccccc1F | 25% | -6% | 8% | -1% | -21% | 31%[activator][57.1 µM] | -6% | 5% | -13%
O=C(Nc1ccccc1N1CCCC1)c1cccc(-c2cc3ccccc3oc2=O)c1 | -21% | 9% | -4% | 29% | -7% | 3% | -3% | u | 6%
COc1cc(Nc2nc3c(N)cc(C(F)(F)F)cc3nc2-c2ccccc2)cc(OC)c1OC | 1% | 22% | x | 16% | -2% | -12% | -1% | -19% | -18%
COc1ccc(-c2nn3c(-c4cc(-c5ccccc5)n[nH]4)nnc3s2)cc1OC | 14%[57 µM] | 3% | x | x | -15% | 0% | x | -4%[57.1 µM] | x
Cc1cc(C(N)=O)c2cc(Br)ccc2n1 | 11% | -9% | -1% | 0% | 5% | 16%[11.4 µM] | 5% | -6% | -16%
COc1cc2nc(COc3ccccc3[N+](=O)[O-])oc(=O)c2cc1OC | u | -1% | -9% | 11% | 19% | -12% | -13% | -23% | -1%
CCC(O)(CC)C(=O)NN(C(=O)Nc1csc2c1CCCC2)c1ccccc1 | 24% | 7% | 4% | 5% | -2% | -9% | -7% | -21%[57.1 µM] | -14%
CC(NC(=O)c1ccccc1)C(=O)N/N=C/c1ccc(O)cc1 (stereo unspecified) | 36% | 4% | -7% | 19% | -13% | 6% | -1% | -14% | 9%
COc1ccc(NS(=O)(=O)c2cc(NC(=O)/C=C/c3cc(OC)c(OC)c(OC)c3)ccc2N2CCCCC2)cc1 | 19% | 10% | 9% | -1% | -21% | -13% | -2% | -34% | -27%
COc1cccc(-n2nnnc2SCC(=O)N2CCCc3ccccc32)c1 | 27% | u | -10% | 2% | 0% | -10%[57.1 µM] | -3% | -16% | 17%
Cc1ccc(CC2CC(=O)N(c3ccc(C)cc3)C2=O)cc1 (stereo unspecified) | 34% | -10% | -6% | 0% | 2% | 6% | 0% | -8% | 0%
Cc1ccc(NC(=O)N2CC3CCCN3c3ccccc32)c(C)c1 (stereo unspecified) | u | 0% | -1% | 29% | -6% | -1%[57.1 µM] | i | 50µM* | -4%
CC1CC(C)CN(S(=O)(=O)c2ccc(NC(=O)CN3CCCCCC3)cc2)C1 (stereo unspecified) | 7% | 6% | 12% | 1% | -6% | 3% | i | -21% | -11%
CCOC(=O)C(=O)NCC(c1cccnc1)N1CCN(c2ccccc2)CC1 (stereo unspecified) | 47%[activator] | 33%[activator] | 9% | 1% | -11% | 5% | 8% | -11% | 2%
COc1ccccc1NC(=O)CC1C(=O)Nc2c1c(=O)n(C)c(=O)n2C (stereo unspecified) | 19% | -9% | -2% | -6% | 20% | -4% | -7% | -9% | 0%

3 of these compounds, set out differently.
Values run as follows: HP1b chromo inh, Pin1 inhibitor, ERG-DNA inh, GLS inhibitor, RGS4 inh, rTrxR1 inhibitor, PGK inhibitor, JMJD2A Tudor, ALOX12 inh
> CC1CC(C)CN(S(=O)(=O)c2ccc(NC(=O)CN3CCCCCC3)cc2)C1 (stereo unspecified)
    7%, 6%, 12%, 1%, -6%, 3%, i, -21%, -11%
> CCOC(=O)C(=O)NCC(c1cccnc1)N1CCN(c2ccccc2)CC1 (stereo unspecified)
    47%[activator], 33%[activator], 9%, 1%, -11%, 5%, 8%, -11%, 2%
> COc1ccccc1NC(=O)CC1C(=O)Nc2c1c(=O)n(C)c(=O)n2C (stereo unspecified)
    19%, -9%, -2%, -6%, 20%, -4%, -7%, -9%, 0%
